ASM inhibitor – inhibitors of human secretory acid sphingomyelinase. Potency, µM (doses to about 57.5 µM), without a hit: at the highest dose activity change, negative = inhibition, hits mostly inhibitors. 340,000 compounds, 0.006% hits. placental ASM, HMU-PC fluorogenic substrate, 60 min; note: potency is the fitted concentration of half-maximal effect
Target sequence (P17405 47-631 limits assumed): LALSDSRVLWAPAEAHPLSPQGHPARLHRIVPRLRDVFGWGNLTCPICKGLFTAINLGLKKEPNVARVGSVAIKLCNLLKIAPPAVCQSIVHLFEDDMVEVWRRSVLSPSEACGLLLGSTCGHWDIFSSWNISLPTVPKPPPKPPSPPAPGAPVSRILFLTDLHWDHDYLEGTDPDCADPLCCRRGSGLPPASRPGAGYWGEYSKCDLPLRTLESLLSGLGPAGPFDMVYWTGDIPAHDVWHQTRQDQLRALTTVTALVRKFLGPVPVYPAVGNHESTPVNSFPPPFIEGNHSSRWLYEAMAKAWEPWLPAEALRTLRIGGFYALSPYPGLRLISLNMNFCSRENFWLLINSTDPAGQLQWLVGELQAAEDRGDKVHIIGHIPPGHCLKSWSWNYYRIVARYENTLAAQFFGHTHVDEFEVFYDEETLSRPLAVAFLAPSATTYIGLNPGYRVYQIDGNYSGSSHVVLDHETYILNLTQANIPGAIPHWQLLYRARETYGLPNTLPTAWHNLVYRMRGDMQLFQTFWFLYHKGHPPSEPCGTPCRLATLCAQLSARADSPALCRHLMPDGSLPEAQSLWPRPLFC
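HMU-PC0 cleavage (9 uM final) by human placental ASM, 60 min at 37 °C following 10 min compound exposure at RT; stopped at pH 10, fluorescence Ex 386/Em 447 nm.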
USP2a block – inhibitors of human ubiquitin-specific protease USP2a; AID 463254; USP2 core, Ub-CHOP2 coupled fluorogenic reporter, 485/531; Potency, µM (titrated, usually from 38.3 µM), for inactives: at the highest dose activity change, negative = inhibition, usual class: inhibitors; 330,000 compounds, 0.01% hits;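 note: potency is the fitted concentration of half-maximal effect; plate controls were DMSO wells for no effect and full inhibition by NEM control for full effect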
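Cell-free coupled assay: 10nM USP2 core preincubated 30min RT with compound in Tris-HCl pH 8.0/CaCl2/CHAPS buffer, then 25nM Ub-CHOP2 and 25nM reporter substrate; fluorescence (Ex 485/Em 531) read after 60min RT, normalized to NEM inhibition, concentration-response curves fitted.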
GALK inh – inhibitors of human galactokinase; P51570; Purified GALK, Kinase-Glo residual ATP luminescence; Potency, µM (series often up to 57.5 µM), without a hit: at the top dose activity change, negative = inhibition, usual class: inhibitors; 270,000 compounds, 0.007% hits; AID 1868; note: potency is the fitted concentration of half-maximal effect; % is set by controls: 0 for no effect and ±100 for the full control effect
Target sequence (P51570 whole entry, looked up): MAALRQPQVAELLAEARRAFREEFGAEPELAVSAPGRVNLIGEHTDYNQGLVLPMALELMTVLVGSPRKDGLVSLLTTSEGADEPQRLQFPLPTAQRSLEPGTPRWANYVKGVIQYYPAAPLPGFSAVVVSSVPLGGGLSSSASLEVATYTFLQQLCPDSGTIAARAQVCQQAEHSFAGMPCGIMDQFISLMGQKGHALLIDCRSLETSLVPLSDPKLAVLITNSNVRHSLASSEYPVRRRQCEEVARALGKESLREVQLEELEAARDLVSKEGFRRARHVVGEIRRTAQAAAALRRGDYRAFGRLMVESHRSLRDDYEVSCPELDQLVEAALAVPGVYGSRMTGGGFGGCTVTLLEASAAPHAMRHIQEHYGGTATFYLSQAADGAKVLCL
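Quantitative HTS: GALK 5 nM, ATP 35 uM, galactose 100 uM, 1 h room temperature, then luciferase-based ATP detection.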
TSHR antagonist – human thyrotropin receptor antagonism; P16473; TSHR-expressing cells, TSH-stimulated cAMP HTRF, 2 h; hits give low values; activity change, negative = inhibition, % at 11.5 µM; 330,000 compounds, 0.2% hits; AID 504810;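 active = activity change below a set negative limit, meaning inhibition stronger than a set level, cut at about -70% in these data; inconclusive = activity change between two set negative limits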; note: % is set by controls: 0 for no effect and ±100 for the full control effect
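Freshly harvested TSHR cells receive pin-tooled compound, then EC80 TSH at 4nM final. After 2 hours at 37 deg C, antibody in lysis buffer and cAMP-d2 are added; 30 minutes at ambient temperature precede the HTRF read.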
KCNH2 WT inh – KCNH2 (human, wildtype) channel inhibition. U2OS, BacMam KCNH2, thallium flux FluxOr; hits give low values. Q12809. activity change, % at 1.84 µM. 340,000 compounds, 0.37% hits;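 active = maximum activity change below -70%; inconclusive = maximum activity change between -70% and -50%; inactive = maximum activity change above -50%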; note: % is set by controls: 0 for no effect and ±100 for the full control effect
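U2OS cells transduced with wild-type KCNH2 virus are loaded with FluxOr dye for 45 min, and thallium flux is measured in kinetic reads before and after stimulation buffer. Rate constants are normalized to DMSO controls.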
PKM2 activator – increases activity of human pyruvate kinase M2; 260,000 compounds, 0.34% hits; Potency, µM (titrated, usually from 57.5 µM), without a hit: at the highest dose activation, usual class: activators; P14618; purified PKM2, Kinase-Glo ATP luminescence, activation; response scale: 0% is enzyme alone, no compound; note: potency is the fitted concentration of half-maximal effect; % is set by controls: 0 for no effect and ±100 for the full control effect; nearly all actives have a fitted effect of over 55% in size
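Purified hPK-M2 (>95%) run at intermediate activity with 0.1 mM ADP and 0.5 mM PEP in 50 mM imidazole pH 7.2, KCl, MgCl2; 1 h room temperature. ATP formed read by Kinase-Glo luminescence; normalized to uninhibited and no-enzyme controls.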
MBNL1-CUG inh – inhibitors of human MBNL1 binding to CUG repeat RNA; TR-FRET MBNL1-His/biotin-(CUG)12 binding, 665/545 ratio; Potency, µM (highest dose often 57.5 µM), for inactives: top-dose activity change, negative = inhibition, hits mostly inhibitors; 280,000 compounds, 0.036% hits; active = well fitted inhibition curve with a large enough effect in the signal ratio, with a control signal flat, not every such curve was filed as active; inconclusive = small, poorly fitted or top-dose-only effect, or effect the other way, or a change in a side signal; inactive = no such curve, though single readings can be large or run the other way; the % refers to the signal ratio; note: potency is the fitted concentration of half-maximal effect; % is set by controls: 0 for no effect and ±100 for the full control effect
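Compounds (final 92 nM to 58 uM) are added to His-tagged MBNL1 and biotin-(CUG)12, then terbium anti-His antibody and streptavidin-XL665 (5 nM final). After 60 min at room temperature, the 665/545 nm ratio is read.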
Mito fusion act – blocks mitochondrial division or promotes mitochondrial fusion. S. cerevisiae fusion-defective mutant growth rescue, CellTiterGlo 48 h. AID 485298. 320,000 compounds, 0.23% hits. Potency, µM (doses to about 46.1 µM), without a hit: at the top dose growth rescue (activation), hits mostly activators;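 note: potency is the fitted concentration of half-maximal effect; % of control where 0% means no effect; nearly all actives have a fitted effect of over 45% in size; temperature-sensitive fusion mutants such as fzo1-1 at 37 °C on non-fermentable ethanol glycerol medium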
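Luminescent cell viability in 1536-well qHTS format served as the measure of rescued growth in ts fusion-mutant S. cerevisiae cultured on non-fermentable YPEG for 48 hours at 37C.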
Eya2 phos inh – blocks the phosphatase activity of human Eya2; O00167; recombinant Eya2, OMFP fluorescence dephosphorylation (OMFP is methylfluorescein phosphate); Potency, µM (titrated, usually from 76.9 µM), without a hit: at the highest dose activity, negative = inhibition, actives largely listed as inhibitors; 330,000 compounds, 0.006% hits; AID 488837; note: potency is the fitted concentration of half-maximal effect; % is set by controls: 0 for no effect and ±100 for the full control effect
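Eya2 (0.2 uM) preincubated 10 min at ambient with compound, then OMFP substrate added at 50 uM; 10 min reaction in 50 mM HEPES pH 7.5, 50 mM NaCl, 5 uM MgCl2, 0.05% BSA, 1 mM DTT. Fluorescence read at Ex 485/Em 525 nm.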
Menin-MLL TR inh – menin-MLL binding inhibition, Texas Red mutant peptide. O00255. Menin + Texas Red MLL mutant peptide, fluorescence polarization. Potency, µM (series often up to 61.6 µM), inactives show top-dose FP activity change, negative = inhibition, usual class: inhibitors. 270,000 compounds, 0.23% hits. AID 1768; active = well fitted inhibition curve with a large enough effect in the polarisation, with a control signal flat, not every such curve was filed as active; inconclusive = small, poorly fitted or top-dose-only effect, or effect the other way, or a change in a side signal; inactive = no such curve, though single readings can be large or run the other way; the % refers to the polarisation; note: potency is the fitted concentration of half-maximal effect; % of control where 0% means no effect; many of its hits are not listed in these tables
BCR signal inh – blocks chronic active B-cell receptor signaling | Potency, µM (doses to about 46.1 µM), without a hit: at the top dose ratio change, negative = lower green/red ratio, most hits filed as inhibitors | 340,000 compounds, 0.05% hits | ABC-DLBCL IkBa-CBG/CBR reporter, luminescence ratio, 4 h | AID 493014; active = well fitted inhibition curve with a large enough effect in the signal ratio, with a control signal flat, not every such curve was filed as active; inconclusive = small, poorly fitted or top-dose-only effect, or effect the other way, or a change in a side signal; the % refers to the signal ratio;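 note: potency is the fitted concentration of half-maximal effect; plate controls were basal doxycycline-induced cells for no effect and cells given 10 µM MG132 for full effect; MG132 reads +100%, hits lower the ratio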
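Cell line TMD8 (human ABC DLBCL), stably expressing tet-inducible CBG68-IkBa fusion and CBR; IMDM/0.5% FBS; cpd up to 46 uM; dox induction, 4 h, 37C/5% CO2; dual luminescence; green/red ratio; MG132 control.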
* = called active by the depositor; i = inactive; u = inconclusive; x = not tested or not shown; [ ] = another dose, or the depositor's remark. Unless noted, calls come from the whole dose curve; as a rule, active = well fitted curve in the direction sought with a large enough effect; inconclusive = small, poorly fitted or top-dose-only effect, or another doubt; inactive = no such curve, though single readings can be large; an effect the other way counts as inactive or inconclusive. Some of the compounds tested; rates above refer to the full screens.

SMILES	ASM inhibitor	USP2a block	GALK inh	TSHR antagonist	KCNH2 WT inh	PKM2 activator	MBNL1-CUG inh	Mito fusion act	Eya2 phos inh	Menin-MLL TR inh	BCR signal inh
CN(CCCN1CCCCC1)C(=O)CCc1nnc(C2CCCCC2)o1	2%	-1%	3%	-3	4	-1%	5%	-1%	7%	-15%	-9%
CCn1cc(C(=O)O)c(=O)c2cc(F)c(N3CCN(C(=S)NC(=O)c4cc(OC)cc(OC)c4)CC3)cc21	3%	2%	15%	-12	14	-21%	68%[activator]	-4%	-6%	13%	0%
COc1ccc(C(=O)Nn2c(C)nc3ccccc3c2=O)cc1Br	-1%	-2%	-2%	1	-5	x	-7%	5%	13%	0%	5%
O=C(CN(Cc1ccccc1F)C(=O)c1csnn1)NCc1ccc2c(c1)OCO2	1%	0%	1%	15	-3	1%	-4%	10%	2%	3%	6%
CCOc1ccc(-n2c(Cc3cc(=O)[nH]c(=O)[nH]3)nnc2SC(C)C)cc1	5%	-1%	0%	-1	-15	-3%	-1%	2%	0%	1%	3%
COc1ccc(Cn2c(CCC(=O)Nc3ccccc3)nc3cccnc32)cc1	2%	0%	-3%	2	2	1%	-4%	-3%	8%	x	-16%
CC(=O)c1sc(NC(=O)C2CC(=O)N(Cc3ccccc3)C2)nc1-c1ccccc1 (configuration not stated)	x	1%	x	-1	-4	x	x	-8%	-9%	x	u
CSc1nc(-c2ccccc2)nn1C(=O)c1ccc(C)cc1	-10%	1%	-4%	0	-5	2%	1%	2%	5%	16%	-1%
CCOC(=O)CCC(=O)NCc1ccc2[nH]c(C)cc2c1	-1%	0%	2%	-1	-4	-4%	9%	-2%	2%	5%	4%
O=C1C2CCCN2C(c2cccs2)N1c1ccc(F)cc1 (configuration not stated)	9%	1%	8%	13	i	9%	4%	6%	13%	-15%	14%
CC(NC(=O)COC(=O)C1CC2CCCC(C1)C2=O)c1ccccc1 (configuration not stated)	-1%	1%	x	10	-20	x	x	0%	-7%	x	0%
O=S(=O)(Nc1nnc(-c2ccccc2)s1)c1ccc(Cl)cc1	17%	x	-20%	x	1	0%	12%	20%	x	u	x
COc1cc(C(=O)Nc2cnc(NC(=O)C(C)C)cc2C)cc(OC)c1OC	4%	2%	4%	-1	-2	0%	-7%	1%	-1%	-5%	0%
COc1ccc(CCC(=O)Nc2nc3ccccc3[nH]2)cc1	2%	1%	0%	7	-6	16%	-4%	-5%	10%	13%	-12%
CC(C)[C@H](N)C(=O)N1CCC(C(=O)N[C@@H](Cc2ccccc2)C(=O)NCc2ccc(F)cc2)CC1	-1%	-1%	-1%	-4	-11	x	-8%	0%	-2%	u	4%
CCCCOc1ccc(C2C(=O)N(C3CCCCC3)CC(=O)N2CC2CCCO2)cc1 (configuration not stated)	-1%	0%	0%	-11	16	1%	-13%	-1%	-15%	-21%	-3%
CS(=O)(=O)c1ccccc1-c1nnc(NC(=O)c2ccc3ncsc3c2)o1	3%	1%	x	21	-5	x	x	-7%	0%	x	-17%
Cc1c(Cc2ccccc2)c(=O)oc2c(C)c(OCc3nn[nH]n3)ccc12	15%	-7%	6%	-15	-2	1%	12%	-5%	17%	13%	5%
Cc1cccc(C(=O)Nc2ccc(NC(=O)CN3CCOCC3)cc2)c1	2%	-2%	-1%	30	-1	2%	1%	-3%	5%	-8%	2%
CC(CN(C)Cc1ccccc1)OC(=O)C1COc2ccccc2O1 (configuration not stated)	4%	1%	1%	4	1	18%	-11%	-2%	24%	-2%[11.7 µM]	3%
O=C(CSc1n[nH]c(-c2ccccc2Br)n1)NC(=O)NCc1ccco1	-7%	1%	0%	-12	-1	-8%	-3%	-4%	10%	-3%	4%
COc1cc(/C=C2/C(=O)N(C)C(=S)N2C)ccc1OCc1cccc(F)c1	-1%	3%	8%	-8	-10	1%	-7%	-3%	16%	-2%	11%
Cc1nnc(SCC(=O)NCc2ccc3c(c2)OCO3)s1	-3%	-1%	1%	3	-15	13%	-1%	-5%	12%	-16%	0%
Cn1c2ccccc2c2nnc(SCC(=O)Nc3ccccc3F)nc21	-1%	0%	0%	-11	2	u	23%	2%	-1%	7%	8%
Cc1cc(Cl)c2oc(C(=O)N(C)C(C)c3ccccn3)c(C)c2c1 (configuration not stated)	x	3%	-2%	4	1	-1%	0%	-5%	-17%	x	0%
COc1ccc(C(C)NC(=O)Cc2ccc(Br)cc2)cc1 (configuration not stated)	3%	3%	1%	4	-8	-5%	-19%	-1%	4%	-13%	-6%
CC(=O)Nc1ccc(NC(=S)Nc2ccccc2)cc1	-1%	3%	3%	6	7	-6%	3%	-10%	5%	-6%	u
O=C1/C(=C\c2cccnc2)Sc2ccccc21	0%	6%	-6%	-2	-4	1%	u	1%	1%	6%	u
CC(C)c1ccc(NC(=O)CCNS(=O)(=O)c2cccc3nonc23)cc1	-2%	2%	0%	6	4	-1%	u	-1%	8%	u	3%
Cc1ccc(OCC(=O)NC(=S)Nc2ccc(Br)cn2)cc1	5%	4%	2%	-1	-4	2%	-5%	-5%	0%	x	u
COCCn1c(SCC(=O)Nc2nnc(C)s2)nnc1-c1c[nH]c2ccccc12	5%	0%	2%	6	6	-9%	7%	-10%	8%	-14%	3%
COc1cc2c(=O)n(-c3ccc(C)cc3)c(=O)n(CC(=O)c3ccc4c(c3)OCO4)c2cc1OC	-9%	2%	0%	1	2	9%	-1%	-15%	-1%	-7%	-3%
COc1ccc(C)cc1NC(=O)C1CC(=O)N(Cc2ccco2)C1 (configuration not stated)	-1%	-1%	6%	-12	1	6%	5%	-3%	12%	11%	-2%
CC1Cc2ccccc2N1S(=O)(=O)c1cccc(C(=O)N2CCCCC2)c1 (configuration not stated)	4%	2%	x	-16	27	x	x	11%	12%	x	9%
O=C1NC2(CCCCCC2)N=C1c1ccc(F)cc1	-3%	5%	1%	4	36	0%	-9%	-5%	-3%	-2%	14%
CCS(=O)(=O)CCSc1nc2ccccc2o1	0%	0%	-1%	5	3	-2%	9%	3%	9%	-17%	u
Nc1nonc1C(=O)NCCNCc1c(OCc2ccccc2F)ccc2ccccc12	-2%	2%	-1%	-13	21	1%	3%	4%	-34%	x	u
O=C(Oc1ccc2ccccc2c1)c1ccco1	0%	1%	4%	-2	0	-2%	4%	-2%	-9%	6%	2%
Cc1cccc(NC(=O)CNC(=O)COC(=O)c2ccc(C(C)(C)C)cc2)c1C	-4%	-1%	x	13	1	x	x	-1%	-17%	x	2%
O=C(Nc1nc(-c2ccncc2)cs1)c1ccco1	3%	-2%	0%	-8	7	-4%	7%	3%	5%	u	9%
CCOc1ccc(C(=O)Nc2cc(C)on2)cc1	-1%	2%	6%	7	-11	-3%	6%	-3%	-1%	-2%	3%
Cc1cc(C(=O)COc2cccnc2[N+](=O)[O-])c(C)n1Cc1cccs1	-3%	2%	-1%	-15	-11	-1%	26%	-3%	0%	14%	-4%
COc1ccccc1NS(=O)(=O)N(C)C	0%	7%	3%	-6	-2	4%	-8%	-1%	-10%	1%	0%
COc1ccc(-n2c(=O)c3ccccc3n(CC(=O)Nc3cccc(OC)c3)c2=O)cc1	-1%	-2%	1%	6	-2	4%	8%	0%	11%	-17%	3%
CC(C)[C@@H](NC(=O)C1CCN(C(=O)[C@@H]2CCCN2C(=O)OC(C)(C)C)CC1)C(=O)NCc1ccc(F)cc1	2%	0%	x	-7	-11	-1%	1%	-1%	10%	0%	u
O=c1oc(-c2cc3ccccc3o2)nc2sc3c(c12)CCCC3	0%	0%	-3%	-9	-15	-2%	4%	3%	7%	31%[activator]	x
O=C(Nc1nc2ccc(S(=O)(=O)N3CCCCC3)cc2s1)c1ccncc1	-5%	-5%	1%	-17	0	7%	-9%	13%	12%	8%	u

Screening data from PubChem.
